ALDH1A1 block: ALDH1A1 (human) enzyme inhibition; P00352; Purified ALDH1A1, NADH fluorescence, propionaldehyde substrate; Potency, µM (highest dose often 75.3 µM), inactives show top-dose activity, negative = inhibition, most hits filed as inhibitors; 220,000 compounds, 7.3% hits; active = well fitted inhibition curve with a large enough effect, not every such curve was filed as active; inconclusive = small, poorly fitted or top-dose-only effect, or another doubt; inactive = no such curve, though single readings can be large or run the other way;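 note: plate controls were no enzyme wells and a reference inhibitor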
Target sequence (P00352 whole entry, looked up): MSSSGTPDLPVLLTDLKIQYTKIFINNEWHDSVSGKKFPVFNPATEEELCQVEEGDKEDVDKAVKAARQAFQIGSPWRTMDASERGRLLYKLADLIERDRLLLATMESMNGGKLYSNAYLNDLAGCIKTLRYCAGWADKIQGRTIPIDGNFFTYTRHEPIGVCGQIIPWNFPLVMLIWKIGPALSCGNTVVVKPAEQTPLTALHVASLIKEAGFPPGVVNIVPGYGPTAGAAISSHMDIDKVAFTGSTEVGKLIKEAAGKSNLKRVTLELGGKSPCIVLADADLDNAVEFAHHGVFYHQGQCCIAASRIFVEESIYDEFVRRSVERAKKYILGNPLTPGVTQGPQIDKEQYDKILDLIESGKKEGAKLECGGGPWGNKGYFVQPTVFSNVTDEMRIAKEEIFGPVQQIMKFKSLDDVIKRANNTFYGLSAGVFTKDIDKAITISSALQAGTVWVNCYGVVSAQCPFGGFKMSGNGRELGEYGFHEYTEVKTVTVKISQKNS
GLA spleen mod: alpha-galactosidase A (human) modulation; Potency, µM (highest dose often 80 µM), without a hit: at the highest dose activity change, negative = inhibition, most hits filed as inhibitors; human spleen homogenate, 4MU-alpha-Gal fluorescence, 40 min; 240,000 compounds, 0.008% hits;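 note: 0% = enzyme with vehicle and -100% = no enzyme basal signal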
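Human spleen homogenate (1 ug) as enzyme source, 4-methylumbelliferyl-alpha-D-galactopyranoside 1 mM final, citrate/phosphate pH 5.0 with 0.01% Tween-20. Compounds 40 min at 37C, NaOH/glycine stop; fluorescence Ex 365/Em 440, Hill-fit AC50.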
Tau fluor cs: counter-screen for tau fibril formation inhibitors. tau K18 P301L Alexa594 fluorescence, heparin fibrillization. Potency, µM (titrated, usually from 57.7 µM), for inactives: at the highest dose activity change, negative = decrease. 280,000 compounds, 0.93% hits. AID 1463; note: nearly all actives have a fitted effect of over 55% in size
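Human K18 P301L tau (15 uM unlabeled plus 0.24 uM Alexa 594-labeled, final) in 100 mM sodium acetate pH 7 was mixed with compound and 20 uM heparin and incubated 6 hr at 37 C.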
L3MBTL1 inh: L3MBTL1 (human) inhibition | Q9Y468 | AlphaScreen L3MBTL1–H3K9me1 peptide binding | Potency, µM (doses to about 57.1 µM), for the others: top-dose activity, negative = inhibition, hits mostly inhibitors | 230,000 compounds, 0.66% hits; note: nearly all actives have a fitted effect of over 60% in size
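Displacement of a biotinylated histone H3(1-15) peptide monomethylated at Lys9 (75 nM) from L3MBTL1 (50 nM) was measured by AlphaScreen after a 30 min room-temperature compound incubation; cefsulodin titration served as intraplate control.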
Tau ThT inhib: tau fibrillization inhibition (ThT binding). P10636. recombinant tau K18 P301L (four-repeat tau fragment), heparin-induced fibrillization, ThT fluorescence. Potency, µM (highest dose often 57.4 µM), for inactives: at the top dose activity, negative = inhibition, usual class: inhibitors. 270,000 compounds, 2.1% hits; note: nearly all actives have a fitted effect of over 55% in size
Target sequence (P10636 561-689 P618L limits assumed): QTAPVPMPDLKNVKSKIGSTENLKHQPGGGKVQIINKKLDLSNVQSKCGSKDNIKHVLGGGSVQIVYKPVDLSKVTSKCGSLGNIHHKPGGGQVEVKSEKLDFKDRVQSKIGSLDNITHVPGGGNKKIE
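Tau K18 P301L fragment (15 uM unlabeled plus 0.24 uM Alexa 594-labeled) in 100 mM sodium acetate pH 7 with compound, fibrillization induced by 20 uM heparin for 6 hr at 37 C. Thioflavin T (30 uM) added, fluorescence read after 1 hr (ex 450, em 510 nm).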
TRb SRC2 PPI: inhibitors of human thyroid hormone receptor beta-SRC2 interaction; P10828; TRbeta-SRC2 peptide binding, fluorescence polarization; receptor liganded with 1 µM T3; Potency, µM (titrated, usually from 106 µM), for inactives: at the highest dose activity change, negative = inhibition, usual class: inhibitors; 280,000 compounds, 0.065% hits; AID 1469;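 note: plate controls were bound peptide for no effect and peptide without receptor for full effect; nearly all actives have a fitted effect of over 50% in size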
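Fluorescence polarization of 20 nM Texas Red SRC2 peptide (20-aa NR interaction domain) bound to 0.6 uM human TRb ligand-binding domain, with 1 uM T3, after 5 hr at ambient temperature; inhibition seen as decreased polarization.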
Tau fibril FP: tau fibrillization inhibition (FP). K18 P301L tau heparin fibrillization, Alexa594 FP, 6 h. P10636. AID 1468. 280,000 compounds, 0.39% hits. Potency, µM (doses to about 57.7 µM), without a hit: top-dose activity, negative = inhibition, most hits filed as inhibitors; note: nearly all actives have a fitted effect of over 55% in size
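Steps: dispense K18 P301L tau (15 uM plus 0.24 uM Alexa 594 tracer, final) in pH 7 sodium acetate; add compound; add heparin (20 uM final); incubate 6 hr, 37 C; add ThT (30 uM final); after 1 hr ambient, read FP.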
TR SRC2 fluor cs: alters Texas Red total fluorescence, flagging assay interference | TRb/SRC2 Texas Red total fluorescence interference | Potency, µM (titrated, usually from 106 µM), for the others: top-dose fluorescence change, negative = quenching | 280,000 compounds, 0.29% hits | AID 1479; active = well fitted curve in either direction with a large enough effect; inconclusive = small, poorly fitted or top-dose-only effect
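Human TRβ ligand-binding domain (0.6 uM) and Texas Red SRC2 peptide (20 nM) in Tris buffer with 1 uM T3 and 5% DMSO were incubated with pinned compound for 5 hr at ambient temperature. Total fluorescence was computed as S + 2P (555/632 nm).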
The depositor's hits bear a star; ? = inconclusive; nt = no result given; [ ] = another dose, or the depositor's remark. Unless noted, calls come from the whole dose curve; as a rule, active = well fitted curve in the direction sought with a large enough effect; inconclusive = small, poorly fitted or top-dose-only effect, or another doubt; inactive = no such curve, though single readings can be large; an effect the other way counts as inactive or inconclusive. Unless noted, % is set by controls: 0 for no effect and ±100 for the full control effect; potency is the fitted concentration of half-maximal effect.

Sample of the layout (2 entries):
1	CCCCNC(=O)/C(C#N)=C/c1cccnc1
2	Cc1cc(C)cc(NC(=O)Cn2c(SCc3cc(C)ccc3C)nc3ccncc32)c1
Compound	1	2
ALDH1A1 block	-4%	6%
GLA spleen mod	8%	-3%
Tau fluor cs	9%	?
L3MBTL1 inh	-16%	3%
Tau ThT inhib	10%	-12%
TRb SRC2 PPI	0%[53 µM]	2%
Tau fibril FP	-2%	?
TR SRC2 fluor cs	-2%[53 µM]	-2%

The whole of this part (from the top)
1	CCCCNC(=O)/C(C#N)=C/c1cccnc1
2	Cc1cc(C)cc(NC(=O)Cn2c(SCc3cc(C)ccc3C)nc3ccncc32)c1
3	O=C(COC(=O)/C=C/c1ccccc1Cl)NC1CCCCCC1
4	Cc1cn2c(=O)cc(COc3ccccc3NC(=O)c3ccc(C(C)(C)C)cc3)nc2s1
5	Cc1cc(C)c2c(=O)c(/C=C3\NC(=S)NC3=O)coc2c1
6	Cc1ccc(CN(C(=O)c2ccc(F)cc2)c2ccccn2)o1
Compound	1	2	3	4	5	6
ALDH1A1 block	-4%	6%	1%	nt	nt	nt
GLA spleen mod	8%	-3%	9%	nt	7%	nt
Tau fluor cs	9%	?	5%	2%	12%	-4%
L3MBTL1 inh	-16%	3%	10%	nt	nt	nt
Tau ThT inhib	10%	-12%	0%	10%	nt	-3%
TRb SRC2 PPI	0%[53 µM]	2%	5%	5%	-6%	4%
Tau fibril FP	-2%	?	5%	-2%	-1%	5%
TR SRC2 fluor cs	-2%[53 µM]	-2%	1%	0%	-1%	-12%

Rewritten in markdown: entries from further up
| No. | Structure | ALDH1A1 block | GLA spleen mod | Tau fluor cs | L3MBTL1 inh | Tau ThT inhib | TRb SRC2 PPI | Tau fibril FP | TR SRC2 fluor cs |
| --- | --- | --- | --- | --- | --- | --- | --- | --- | --- |
| 1 | CCCCNC(=O)/C(C#N)=C/c1cccnc1 | -4% | 8% | 9% | -16% | 10% | 0%[53 µM] | -2% | -2%[53 µM] |
| 2 | Cc1cc(C)cc(NC(=O)Cn2c(SCc3cc(C)ccc3C)nc3ccncc32)c1 | 6% | -3% | ? | 3% | -12% | 2% | ? | -2% |
| 3 | O=C(COC(=O)/C=C/c1ccccc1Cl)NC1CCCCCC1 | 1% | 9% | 5% | 10% | 0% | 5% | 5% | 1% |
| 4 | Cc1cn2c(=O)cc(COc3ccccc3NC(=O)c3ccc(C(C)(C)C)cc3)nc2s1 | nt | nt | 2% | nt | 10% | 5% | -2% | 0% |
| 5 | Cc1cc(C)c2c(=O)c(/C=C3\NC(=S)NC3=O)coc2c1 | nt | 7% | 12% | nt | nt | -6% | -1% | -1% |
| 6 | Cc1ccc(CN(C(=O)c2ccc(F)cc2)c2ccccn2)o1 | nt | nt | -4% | nt | -3% | 4% | 5% | -12% |

Following part:
7	CCOC(=O)N1CCN(c2ccccc2O)CC1
8	COc1cccc(C(=O)N/N=c2\oc3c(OC)cccc3cc2C(=O)NCc2ccccc2)c1
9	COC(=O)CC1NCCc2cc(OC)c(OC)cc21 (stereo unspecified)
10	COc1ccc(C2=COc3ccccc3C(=O)N2)cc1
11	COc1ccccc1C(O)P(=O)(OC(C)C)c1ccc(N(C)C)cc1 (stereo unspecified)
12	COc1ccc(-c2cn3cccnc3n2)cc1NC(=O)CC(C)C
Compound	7	8	9	10	11	12
ALDH1A1 block	0%	0.32µM*	-2%	-8%	5%	?
GLA spleen mod	1%	7%	8%	-1%	-3%	12%
Tau fluor cs	-7%	-14%	-1%	-9%	4%	-6%
L3MBTL1 inh	-3%	6%	8%	8%	0%	3%
Tau ThT inhib	-18%	-16%	3%	?	-2%	-6%
TRb SRC2 PPI	-1%	1%	4%	-6%	3%	2%
Tau fibril FP	-4%	4%	1%	-9%	8%	-6%
TR SRC2 fluor cs	0%	3%	0%	1%	1%	1%

13	O=C(c1ccccc1)c1ccc(N2CCOCC2)c(F)c1
14	COC(=O)c1c(NC(=O)C(C)(C)C)sc2c1C(C(=O)OC)CC2 (stereo unspecified)
15	COc1ccc(S(=O)(=O)NCc2ccncc2)cc1OC
16	COc1ccc(C)cc1Nc1nc2ccccc2c2nnc(C)n12
17	CC(C)OC(=O)CC(=O)c1sc2nc3c(cc2c1N)CN(C)CC3
18	COCCNC(=O)CSc1nc(-c2ccc(OC)c(OC)c2)cc(C(F)(F)F)n1
Compound	13	14	15	16	17	18
ALDH1A1 block	-2%	?	-3%	nt	?	?
GLA spleen mod	4%	-7%	-1%	nt	3%	-2%
Tau fluor cs	-11%	-3%	2%	-19%	-15%	-2%
L3MBTL1 inh	4%	-2%	3%	nt	?	7%
Tau ThT inhib	-4%	-5%	-3%	-16%	?	-9%
TRb SRC2 PPI	-1%	-8%	-8%	-6%	-2%	-9%
Tau fibril FP	2%	2%	-4%	-4%	10%	-2%
TR SRC2 fluor cs	0%	-5%	2%	-3%	?	-1%

19	Cc1ccc(Cl)c2c1NC(=O)C2(O)CC(=O)c1ccccc1O (stereo unspecified)
20	CC(=O)Nc1ccc(NC(=O)/C=C/c2ccccc2)cc1
21	N#CC1=C(N)Oc2ccc3ccc(O)cc3c2C1c1cccnc1 (stereo unspecified)
22	CC[N+](CC)(CC)C/C(N)=N/O
23	Cc1cccc(-n2ccnc2CN2CCN(C3CCCC3)C(CCO)C2)c1 (stereo unspecified)
24	COc1ccc(C(=O)NC2(C(F)(F)F)NC(=O)N(CCCc3ccccc3)C2=O)cc1OC (stereo unspecified)
Compound	19	20	21	22	23	24
ALDH1A1 block	?	-9%	1%	12%	-5%	3%
GLA spleen mod	4%	-2%	17%	4%	1%	-2%
Tau fluor cs	-6%	-8%	-10%	9%	4%	-22%
L3MBTL1 inh	-3%	-3%	-1%	1%	-17%	-1%
Tau ThT inhib	-9%	-12%	-5%	7%	-12%	-12%
TRb SRC2 PPI	-19%	-3%	-13%	8%	-4%	1%
Tau fibril FP	6%	3%	8%	0%	3%	-7%
TR SRC2 fluor cs	0%	-2%	0%	-1%	0%	-1%

Some values from the results shown.
no. 24 – Tau fibril FP: -7%
no. 23 – Tau ThT inhib: -12%

Next section.
25	CC(C)CNC(CC(=O)O)c1ccccc1 (stereo unspecified)
26	Cc1[nH]n(-c2ccccc2)c(=O)c1C(C[N+](=O)[O-])c1ccc(Br)cc1 (stereo unspecified)
27	CCOc1ccc(-n2ccnc2SCC(=O)Nc2cc(C)ccc2C)cc1
28	COc1cccc(/C=N/Nc2snc(SC)c2C#N)c1O
29	OC[C@H]1O[C@@H](n2cnc3c(NCCc4ccccc4)ncnc32)[C@H](O)[C@H]1O
30	O=C(c1nc2nc(-c3ccccc3)cc(C(F)(F)F)n2n1)N1CCOCC1
Compound	25	26	27	28	29	30
ALDH1A1 block	6%	22µM*	nt	-11%	-8%	?
GLA spleen mod	-4%	1%	nt	-23%	-1%	6%
Tau fluor cs	3%	-27%	2%	?	-13%	-10%
L3MBTL1 inh	nt	nt	nt	-8%	nt	2%
Tau ThT inhib	-3%	?	3%	?	-7%	-14%
TRb SRC2 PPI	1%	-23%	-1%	6%	2%	-1%
Tau fibril FP	0%	0%	5%	10%	0%	-1%
TR SRC2 fluor cs	1%	0%	-8%	-19%	-2%	-4%

31	CC1CCc2c(sc3ncn(Cc4ccc(C(=O)O)cc4)c(=O)c23)C1 (stereo unspecified)
32	Cc1csc(NC(=O)CSCC(=O)Nc2ccccc2)n1
33	CC(C)Oc1ccc(CNC(=O)Cn2nc(N3CCN(c4ccccc4)CC3)ccc2=O)cc1
34	CCOC(=O)CSC1=C(C#N)C(c2sccc2C)CC(=O)N1 (stereo unspecified)
35	COc1ccc(Cn2ccnc2SCC(=O)Nc2ccc3c(c2)OCO3)cc1
36	CCOc1cc(NC(=O)C2CCCCC2)c(OCC)cc1NC(=O)c1ccccn1
Compound	31	32	33	34	35	36
ALDH1A1 block	15%	-1%	nt	18%	nt	-8%
GLA spleen mod	10%	0%	nt	-8%	nt	3%
Tau fluor cs	2%	-1%	-11%	-6%	-11%	-1%
L3MBTL1 inh	-3%	-1%	nt	-3%	nt	3%
Tau ThT inhib	0%	-6%	?	-11%	-10%	-4%
TRb SRC2 PPI	3%	-3%	3%	-5%	-2%	0%
Tau fibril FP	3%	1%	9%	7%	-2%	-3%
TR SRC2 fluor cs	-2%	-6%	-1%	-1%	0%	-2%

37	CC1(C)Cc2c(c(N3CCOCC3)nc3sc4c(NCCN5CCOCC5)nnnc4c23)CS1
38	Cc1ccc(OCCCC(=O)N2CCOCC2)cc1
39	CCCS(=O)(=O)c1ncc(Cl)c(C(=O)N(Cc2ccccc2)Cc2ccco2)n1
40	Cc1c(C(=O)Nc2ccccc2C(=O)N2CCOCC2)cccc1[N+](=O)[O-]
Compound	37	38	39	40
ALDH1A1 block	?	-4%	nt	9%
GLA spleen mod	2%	8%	nt	-4%
Tau fluor cs	-23%	-4%	-11%	6%
L3MBTL1 inh	-13%	10%	nt	31%[activator]
Tau ThT inhib	-11%	-12%	?	5%
TRb SRC2 PPI	-3%	-8%	-14%	-2%
Tau fibril FP	3%	-10%	-8%	1%
TR SRC2 fluor cs	-8%	-1%	?	-8%

From PubChem
